Source: PubChem BioAssay (Broad Institute)
E-selectin induc: E-selectin induction in HUVECs, primary screen, imaging, HUVEC, immunofluorescence imaging, single point | P16581 | normalized: neutral wells 0, TNF-alpha wells 100 | activation, % at 7.58 µM | 0.37% of 260,000 active | AID 686992, 2013;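 active = mean E-selectin-positive cell signal at least 10% of the positive control, reached in at least 60% of replicates, without over 20% cell loss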;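 note: in these data hits start at about 27%; measured in HUVEC primary endothelial cells; signal is the percent of cells scored E-selectin positive by PE staining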
Target sequence (P16581 whole entry, looked up): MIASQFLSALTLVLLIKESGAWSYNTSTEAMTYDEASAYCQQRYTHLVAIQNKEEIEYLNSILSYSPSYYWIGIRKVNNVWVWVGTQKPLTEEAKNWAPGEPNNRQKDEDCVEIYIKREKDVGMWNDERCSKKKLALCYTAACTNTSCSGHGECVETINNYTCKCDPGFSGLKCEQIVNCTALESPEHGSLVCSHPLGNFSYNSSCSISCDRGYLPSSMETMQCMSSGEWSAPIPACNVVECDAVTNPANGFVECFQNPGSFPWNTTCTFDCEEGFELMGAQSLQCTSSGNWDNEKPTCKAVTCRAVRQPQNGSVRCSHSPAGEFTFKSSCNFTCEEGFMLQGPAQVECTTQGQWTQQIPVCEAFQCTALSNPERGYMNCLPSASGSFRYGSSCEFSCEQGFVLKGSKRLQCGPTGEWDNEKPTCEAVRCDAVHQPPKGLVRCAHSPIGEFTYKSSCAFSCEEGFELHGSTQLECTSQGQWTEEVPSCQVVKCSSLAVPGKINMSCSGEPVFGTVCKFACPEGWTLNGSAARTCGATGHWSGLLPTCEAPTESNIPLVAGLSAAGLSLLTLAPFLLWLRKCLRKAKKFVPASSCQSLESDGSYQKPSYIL
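Read-out basis: % PE-positive cells; Test system: HUVEC primary endothelial cells; Technique: immunofluorescence imaging; Dosing: single-point compound dose.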
* hit, by the source's call. A portion of the library; the hit share may differ from the screen's.

SMILES | E-selectin induc
CN=C1SC(C(=O)O)CC(=O)N1C (stereo unspecified) | 0.0
CCCN(CCC)CCCNC(=S)Nc1ccc2nc3n(c(=O)c2c1)CCCCC3 | -0.4
CC(C)CC#Cc1ccc2c(c1)O[C@@H](CN(C)Cc1ccccc1)[C@@H](C)CN([C@H](C)CO)S2(=O)=O | 0.3
Fc1ccc(NC(=S)N2CCCC2)cc1Cl | 0.3
CC(C)NC(=O)Nc1ccc2c(c1)C(=O)N([C@@H](C)CO)C[C@@H](C)[C@@H](CN(C)C(=O)Cc1ccccc1)OCCCC[C@H](C)O2 | -0.1
C[C@H]1CCCCO[C@@H](CN(C)CC2CCCCC2)[C@@H](C)CN([C@@H](C)CO)C(=O)c2cc(NC(=O)c3ccncc3)ccc2O1 | -0.2
CC(OC(=O)CC(NC(=O)c1ccccc1Cl)c1ccccc1)C(=O)Nc1cccc(Cl)c1Cl (stereo unspecified) | 3.0
C[C@@H]1CN([C@H](C)CO)C(=O)c2cc(NC(=O)Cc3ccccc3)ccc2O[C@@H]1CN(C)Cc1ccc(-c2ccccc2)cc1 | -0.7
Cc1ccc(NC(=O)NC(=O)CSc2nnc(-c3ccc(Cl)cc3Cl)n2N)c(C)c1 | -0.3
C[C@H]1CN([C@@H](C)CO)C(=O)c2cccc(NS(C)(=O)=O)c2O[C@@H]1CN(C)S(=O)(=O)c1ccc(F)cc1 | 14
Cc1cc(/C=N/n2cnnc2)c(C)n1-c1ccc(Cl)cc1 | -1.6
Cc1noc(C)c1NC(=O)N(C)C[C@@H]1OCCCC[C@H](C)Oc2ccc(NC(=O)Nc3ccccc3)cc2C(=O)N([C@@H](C)CO)C[C@H]1C | -0.1
COc1ccc(Nc2c3c(nc4c(-c5ccccc5)c(C)nn24)CCC3)cc1 | 0.6
CCS(=O)(=O)Nc1ccc(-c2cc(-c3ccccc3)c3cc(C)ccc3n2)cc1 | 10
CC1CCC(NC(=O)C2CCN(c3cnccn3)CC2)CC1 (stereo unspecified) | -0.7
CC(=O)Nc1ccc(OC(=O)CC2SC(=O)NC2=O)cc1 (stereo unspecified) | -2.2
COc1ccc(S(=O)(=O)N(C)C[C@@H]2Oc3c(NC(=O)Nc4ccccc4)cccc3C(=O)N([C@@H](C)CO)C[C@H]2C)cc1 | -0.3
Cc1ccccc1Nc1c(-c2ccncc2)nc2ccc(Br)cn12 | -0.5
COc1ccc(N=c2cc(-c3ccc(OC)cc3)oc3ccccc23)cc1 | -0.3
COc1ccc2c(c1)-c1c(ssc1=S)C(C)(C)N2S(=O)(=O)c1ccc(C)cc1 | 2.6
C[C@@H]1CN([C@@H](C)CO)C(=O)c2cccc(NC(=O)Nc3cccc4ccccc34)c2O[C@H]1CN(C)C(=O)Nc1ccc(C(F)(F)F)cc1 | -0.4
Cc1cccn2c(=O)c(/C=C(\C#N)S(=O)(=O)c3ccccc3)c(Oc3ccc(Cl)cc3)nc12 | 1.2
C[C@@H]1CN([C@@H](C)CO)C(=O)c2cc(NC(=O)Cn3cnnn3)ccc2O[C@H]1CN(C)Cc1ccc2c(c1)OCO2 | 0.5
C[C@@H]1CCCCO[C@@H](CN(C)C(=O)Nc2ccccc2)[C@@H](C)CN([C@@H](C)CO)C(=O)c2cc(NC(=O)Nc3ccccc3)ccc2O1 | 0.4
CCCNS(=O)(=O)c1ccc(N2CCCC2=O)c([N+](=O)[O-])c1 | 0.3

Next part.
SMILES | E-selectin induc
C[C@@H]1CN([C@H](C)CO)C(=O)c2cc(NS(=O)(=O)c3ccc(Cl)cc3)ccc2O[C@H]1CN(C)S(C)(=O)=O | 8.2
CCn1cc(/C=N\NC(=O)c2ccccc2Cl)cn1 | 0.7
C[C@@H]1CN([C@H](C)CO)C(=O)c2cc(NC(=O)NC3CCCCC3)ccc2O[C@@H]1CN(C)Cc1ccc(C(=O)Nc2ccccc2N)cc1 | 2.2
CC(=O)N(CN1C(=O)c2ccccc2C1=O)c1ccc2c(c1)oc1ccccc12 | 0.0
Nc1nonc1C(=O)OCC(=O)c1ccc(Cl)cc1 | 1.7
COc1ccccc1NS(=O)(=O)c1cc(NC(=O)c2ccc3ccccc3n2)ccc1Cl | -0.3
CC(=O)NC(C(=O)c1ccccc1)C(=O)c1ccccc1 | -1.4
CCn1cc(/C=C/C(=O)Nc2c(C)nn(Cc3ccccc3C)c2C)cn1 | 0.4
COC(=O)C1=C(C(=O)OC)C2C(C)=CC(C)=CN2C(C(=O)OC)=C1C(=O)OC (stereo unspecified) | -2.8
O=C(CCSCCC(=O)Nc1ccccc1F)Nc1ccccc1F | 12
Cc1ccc(-c2csc(NC(=O)COC(=O)c3cccc(S(=O)(=O)N4CCOCC4)c3)n2)cc1 | 0.4
CCc1ccc(/C=C2\Oc3ccc(C(=O)OC)cc3C2=O)cc1 | 1.0
CC(O)C(C(=O)OCc1ccc([N+](=O)[O-])cc1)N1C(=O)c2ccccc2C1=O (stereo unspecified) | 1.3
CCOc1ccc(NC(=O)Cn2nnc(-c3ccccc3NC(=O)CC)n2)cc1 | -0.7
Nc1nonc1-n1nnc(C(=O)N/N=C/c2ccccc2)c1CSc1ccc(Cl)cc1 | 0.6
Cn1c(CCCOc2ccc(Cl)cc2Cl)nnc1SCC(=O)Nc1cccc(F)c1 | 1.8
C[C@@H]1CN([C@@H](C)CO)C(=O)c2cc(NC(=O)Nc3ccc(F)cc3)ccc2O[C@@H]1CN(C)C(=O)Nc1ccc(C(F)(F)F)cc1 | -0.5
CC1CCCN(S(=O)(=O)c2ccc(S(=O)(=O)N3CCC4(CC3)OCCO4)cc2)C1 (stereo unspecified) | 1.4
CCCCN(CC)CCNC(=O)c1[nH]c(C)c(C(C)=O)c1C | -0.7
CCCCC1S/C(=N/N=C/c2cccs2)NC1=O (stereo unspecified) | 0.1
Cc1onc(-c2ccccc2)c1C(=O)NNC(=S)NC(=O)c1ccc(Cl)cc1Cl | 4.3
C[C@@H]1CN([C@@H](C)CO)C(=O)c2cc(NS(=O)(=O)c3cccs3)ccc2O[C@@H](C)CCCCO[C@@H]1CN(C)C(=O)Nc1ccc(F)cc1 | 0.2
O=C(COC(=O)/C=C/c1ccccc1)NCc1ccc(Cl)cc1 | -0.1
Cc1cc(C)c(C)c(S(=O)(=O)N2CCN(CC(=O)Nc3ccc([N+](=O)[O-])cc3)CC2)c1C | 0.1
COc1ccc(S(=O)(=O)Nc2cccc3c2O[C@H](CN(C)Cc2ccc(Cl)c(Cl)c2)[C@H](C)CN([C@H](C)CO)C3=O)cc1 | -0.1

At a glance, some entries already given:
SMILES | E-selectin induc
Nc1nonc1C(=O)OCC(=O)c1ccc(Cl)cc1 | 1.7
COc1ccccc1NS(=O)(=O)c1cc(NC(=O)c2ccc3ccccc3n2)ccc1Cl | -0.3
CC(=O)NC(C(=O)c1ccccc1)C(=O)c1ccccc1 | -1.4
CCn1cc(/C=C/C(=O)Nc2c(C)nn(Cc3ccccc3C)c2C)cn1 | 0.4
COC(=O)C1=C(C(=O)OC)C2C(C)=CC(C)=CN2C(C(=O)OC)=C1C(=O)OC (stereo unspecified) | -2.8
O=C(CCSCCC(=O)Nc1ccccc1F)Nc1ccccc1F | 12
Cc1ccc(-c2csc(NC(=O)COC(=O)c3cccc(S(=O)(=O)N4CCOCC4)c3)n2)cc1 | 0.4
CCc1ccc(/C=C2\Oc3ccc(C(=O)OC)cc3C2=O)cc1 | 1.0
CC(O)C(C(=O)OCc1ccc([N+](=O)[O-])cc1)N1C(=O)c2ccccc2C1=O (stereo unspecified) | 1.3
CCOc1ccc(NC(=O)Cn2nnc(-c3ccccc3NC(=O)CC)n2)cc1 | -0.7
Nc1nonc1-n1nnc(C(=O)N/N=C/c2ccccc2)c1CSc1ccc(Cl)cc1 | 0.6
Cn1c(CCCOc2ccc(Cl)cc2Cl)nnc1SCC(=O)Nc1cccc(F)c1 | 1.8
C[C@@H]1CN([C@@H](C)CO)C(=O)c2cc(NC(=O)Nc3ccc(F)cc3)ccc2O[C@@H]1CN(C)C(=O)Nc1ccc(C(F)(F)F)cc1 | -0.5
CC1CCCN(S(=O)(=O)c2ccc(S(=O)(=O)N3CCC4(CC3)OCCO4)cc2)C1 (stereo unspecified) | 1.4
CCCCN(CC)CCNC(=O)c1[nH]c(C)c(C(C)=O)c1C | -0.7
CCCCC1S/C(=N/N=C/c2cccs2)NC1=O (stereo unspecified) | 0.1
Cc1onc(-c2ccccc2)c1C(=O)NNC(=S)NC(=O)c1ccc(Cl)cc1Cl | 4.3

(list continues)
SMILES | E-selectin induc
CC1Oc2ccccc2C=C1/C=N/NC(=O)c1ccccc1O (stereo unspecified) | -2.1
C/C(=N\NC(=O)c1ccc([N+](=O)[O-])c(C)c1)c1ccccc1Cl | 5.6
O=C(Cn1nnc2ccccc21)N/N=C\c1cccs1 | -0.1
C[C@@H]1CN([C@@H](C)CO)C(=O)c2cc(NS(=O)(=O)c3ccccc3)ccc2O[C@@H](C)CCCCO[C@H]1CN(C)Cc1ccccc1 | -0.3
COc1cc(C2NC(=S)NC(O)(C(F)(F)F)C2C(=O)c2cccs2)cc(OC)c1O (stereo unspecified) | -0.3
COc1ccc(S(=O)(=O)N(C)C[C@H]2Oc3ccc(NC(=O)Nc4cccc5ccccc45)cc3C(=O)N([C@@H](C)CO)C[C@@H]2C)cc1 | 0.1
C[C@@H]1CN([C@H](C)CO)C(=O)c2cc(N(C)C)ccc2O[C@H]1CN(C)CC1CCCCC1 | -0.2
O=C(Cc1noc2ccccc12)Nc1ccccn1 | -0.5
CCOC(=O)CSc1nc(C(C)(C)C)cc(C(F)(F)F)c1C#N | -0.5
C[C@@H]1CN([C@H](C)CO)C(=O)c2cc(NS(=O)(=O)c3ccc(Cl)cc3)ccc2O[C@@H]1CN(C)Cc1ccc(C(F)(F)F)cc1 | 2.7
C[C@@H]1CCCCO[C@@H](CN(C)C(=O)c2ccccc2)[C@@H](C)CN([C@@H](C)CO)C(=O)c2cc(NC(=O)Nc3ccc4c(c3)OCO4)ccc2O1 | -0.1
COc1cc2c(cc1OC)CN(c1nc(CN3CCCCC3)nc3sc4c(c13)CCCC4)CC2 | -0.5
CC(Oc1cc(-c2ccccc2)cc2ccccc12)C(=O)N1CCOCC1 (stereo unspecified) | 1.3
Cc1noc(C)c1S(=O)(=O)N(C)C[C@H]1Oc2ccc(NC(=O)CCCN(C)C)cc2C(=O)N([C@H](C)CO)C[C@@H]1C | -1.9
CCn1cc(C(=O)NCC2CCCO2)c(=O)c2cc(S(=O)(=O)N3CCC(C)CC3)ccc21 (stereo unspecified) | -1.1
Cc1ccc(OCCNc2ccc(C(F)(F)F)cc2[N+](=O)[O-])cc1 | 0.2
CCN(CC)S(=O)(=O)c1ccc(N2CCOCC2)c(NC(=O)Cc2ccccc2F)c1 | 0.8
CCOC(=O)c1cnc2ccc(C(=O)OC)cc2c1NCCc1ccc(OC)c(OC)c1 | -0.2
Cc1nn(-c2ccccc2)c(C)c1/C=N/NC(=O)CSc1nnc(SCc2ccccc2Cl)s1 | -0.3
COc1ccc(N2C(=O)C3ON(C4SC(=S)N(C)C4(C)C)C(c4ccc([N+](=O)[O-])cc4)C3C2=O)cc1 (stereo unspecified) | -1.1
CCc1ccc(-c2csc(NC(=O)c3cccnc3)n2)cc1 | -0.4
O=C(Nc1ccc2c(c1)OCCO2)C1CC1c1ccccc1 (stereo unspecified) | 0.1
CC[C@@H](NS(=O)(=O)c1ccc(C)cc1)C(=O)Oc1ccc2c3c(c(=O)oc2c1)CCC3 | -0.3
CCOc1ccccc1OCCOCCOc1c(Cl)cccc1Cl | 0.0
CCOc1ccc(NC(=S)N2CCC(N(C)CC3CCCO3)CC2)cc1 (stereo unspecified) | 1.1

(next part)
SMILES | E-selectin induc
COc1ccc(NC2CC(=O)N(C)C2=O)cc1 (stereo unspecified) | -1.9
Cc1ccc(NC(=O)CSCC#N)cc1Cl | -0.5
CC(C)CN=Cc1c(O)c([N+](=O)[O-])cc2oc3c(c12)CCCC3 | 0.0
O=C(Nc1cccc(S(=O)(=O)N2CCOCC2)c1)c1c2c(nc3ccccc13)CCC2 | 0.0
O=C(CNC(=O)c1ccccc1)OCc1ccc([N+](=O)[O-])cc1 | 0.0
COC(=O)c1ccc(SCC(=O)N2CCC(C)CC2)c([N+](=O)[O-])c1 | -0.6
O=C(Cn1nc(-c2ccc(Cl)cc2)c2ccccc2c1=O)Nc1cccnc1 | 0.1
O=C(Cc1ccc(Br)cc1)N1CCN(c2ccccn2)CC1 | -0.1
O=C1NC2(CCCCCC2)C(=O)N1Cc1ccc([N+](=O)[O-])cc1 | 3.3
CC(C)[C@H]1COCc2cn(nn2)CCC[C@H](C)C(=O)N1 | 0.0
CCNC(=S)N1CC(C)OC(C)C1 (stereo unspecified) | -0.9
COc1cc(N2CCCC2)ccc1[N+](=O)[O-] | -0.2
CN(C1CCCCC1)S(=O)(=O)c1ccc(NC(=O)Cn2nc(-c3ccc(F)cc3)ccc2=O)cc1 | 0.0
Cc1cccc(N/N=C(\C(N)=O)C2=NC(C)(C)Cc3ccccc32)c1 | 0.6
Cc1ccc(N(CCC(=O)O)S(=O)(=O)c2ccccc2)cc1 | -0.1
O=C(NNC(=O)C1CCCO1)c1ccc(Br)cc1 (stereo unspecified) | 8.5
COc1ccccc1OCc1nc(-c2ccc([N+](=O)[O-])cc2)no1 | -0.5
Cc1cc(C(F)(F)F)nn1CC(=O)Nc1ccc(Br)c2cccnc12 | 0.3
S=C(NCCCc1ccccc1)Nc1ccc(Cl)cc1 | 0.0
CCC(C(=O)Nc1ccncc1)c1ccccc1 (stereo unspecified) | -1.8
